DENV2 CPE rescue – DENV2-induced cell death inhibition; AID 651640; hit rate 1.7% among 350,000; CPE inhibition, % at 9.99 µM; DENV2-infected cells, cytopathic effect rescue, plate reader; in the data active = CPE inhibition above about 20%, passing the limit was not always enough; inconclusive = no clear call, values can overlap the other calls; tested in BHK-21 cells;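 note: 0% = median of neutral control wells and 100% = median of positive control wells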
S100A4 MyoIIA – inhibitors of human S100A4 binding to myosin IIA peptide. P26447. S100A4/TAMRA-MyoIIA peptide fluorescence polarization. inhibition, % at 10.7 µM. hit rate 0.14% among 360,000;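 active = mean inhibition of at least 70% across replicates, with every replicate also reaching that level; inconclusive = mean inhibition reaches 70% but some replicates fall short; inactive = mean inhibition below 70%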
Target sequence (P26447 whole entry, looked up): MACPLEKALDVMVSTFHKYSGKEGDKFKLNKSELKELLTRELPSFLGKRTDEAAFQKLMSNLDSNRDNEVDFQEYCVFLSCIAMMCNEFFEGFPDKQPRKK
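Material: human S100A4 monomer with TAMRA-labelled myosin IIA peptide; buffer or medium: HEPES pH 7.2 with CaCl2, KCl, NaCl, DTT, Triton; compound dosing: one concentration per compound; schedule: 5 min incubation before reading; benchmarks: neutral control DMSO, positive control TFP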
E-sel inducer – induces E-selectin expression in human endothelial cells; AID 686992; HUVEC E-selectin immunofluorescence imaging; normalized: neutral wells 0, TNF-alpha wells 100; activation, % at 7.58 µM; hit rate 0.37% among 260,000; P16581;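 active = mean E-selectin-positive cell signal at least 10% of the positive control, reached in at least 60% of replicates, without over 20% cell loss; inconclusive = no rule given, readout overlaps actives, possibly toxicity-flagged; inactive = the rest, including those meeting only one limit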;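 note: in these data hits start at about 27%; measured in HUVEC primary endothelial cells; signal is the percent of cells scored E-selectin positive by PE staining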
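Test system – human umbilical vein endothelial cells (HUVEC), E-selectin induction · Input – 3,000 HUVEC seeded per well · Buffer or medium – EGM-2, gelatin · Compound dosing – single-point compound dose · Detection – immunofluorescence imaging · Measure – percent E-selectin-positive cells · Controls – TNF-alpha high, DMSO low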
PglD DTNB – blocks C. jejuni PglD acetyltransferase activity | purified PglD enzyme, DTNB colorimetric CoA detection | inhibition, % at 12.5 µM | hit rate 0.098% among 360,000 | AID 602405; in the data active = inhibition above about 16%, passing the limit was not always enough; inconclusive = no clear call, values can overlap the other calls; note: strong numbers were not always called active
ERp5 inh – ERp5 (human) disulfide isomerase inhibition; hit rate 0.05% among 350,000; ERp5 insulin aggregation, absorbance 650 nm, 90 min; AID 651711; Q15084; inhibition, % at 9.99 µM;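 active = mean replicate inhibition above about 25%, with every replicate also reaching it, limit read from the data, passing the limit was not always enough; inconclusive = only one of those two criteria met; inactive = neither criterion met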
Target sequence (Q15084 whole entry, looked up): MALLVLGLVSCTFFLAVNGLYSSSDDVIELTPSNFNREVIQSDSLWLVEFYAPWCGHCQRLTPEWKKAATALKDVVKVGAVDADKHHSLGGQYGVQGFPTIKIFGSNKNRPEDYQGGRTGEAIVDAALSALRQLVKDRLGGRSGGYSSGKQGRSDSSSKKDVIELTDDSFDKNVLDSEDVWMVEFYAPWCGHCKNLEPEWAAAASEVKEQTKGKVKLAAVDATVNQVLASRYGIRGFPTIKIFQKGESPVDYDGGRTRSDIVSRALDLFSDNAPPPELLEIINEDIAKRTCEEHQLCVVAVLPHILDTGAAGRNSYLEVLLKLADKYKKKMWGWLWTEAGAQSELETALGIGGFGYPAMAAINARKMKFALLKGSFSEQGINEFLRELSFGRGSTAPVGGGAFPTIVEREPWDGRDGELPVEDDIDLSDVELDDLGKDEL
SIRT5 block – sirtuin-5 (human) deacylase inhibition | Q9NXA8 | Purified SirT5, succinyl-peptide AMC, trypsin-coupled fluorescence | inhibition, % at 15 µM | hit rate 1.1% among 330,000 | AID 652115; in the data active = inhibition above about 15%; inconclusive = no clear call, values can overlap the other calls
Target sequence (Q9NXA8 whole entry, looked up): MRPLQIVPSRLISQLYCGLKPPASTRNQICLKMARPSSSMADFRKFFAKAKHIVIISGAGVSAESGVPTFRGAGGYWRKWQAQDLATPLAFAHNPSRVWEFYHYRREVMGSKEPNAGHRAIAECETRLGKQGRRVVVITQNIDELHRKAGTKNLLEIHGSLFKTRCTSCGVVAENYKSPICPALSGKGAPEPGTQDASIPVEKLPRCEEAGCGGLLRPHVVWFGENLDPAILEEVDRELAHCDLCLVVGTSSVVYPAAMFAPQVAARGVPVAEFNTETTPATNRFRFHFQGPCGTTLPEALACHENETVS
Statin myotox sup – protects C2C12 myotubes from simvastatin toxicity. ATP luminescence, 48 h; scaled: DMSO 0, geranylgeraniol control 100. rescue of ATP level, % at 7.49 µM. AID 602340. hit rate 0.78% among 330,000;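 active = mean ATP rescue above about 67%, or every replicate alone reaching that limit, limit read from the data, passing the limit was not always enough; inconclusive = no clear call, values can overlap the other calls; inactive = mean under the limit and some replicate under it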;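 note: myotubes were challenged with 10 µM simvastatin during compound exposure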
Numbers without * were called inactive; ? = inconclusive; / = not tested or not shown; & = joins results of further samples. Some of the compounds tested, so the mix of outcomes need not match the whole.

molecule	DENV2 CPE rescue	S100A4 MyoIIA	E-sel inducer	PglD DTNB	ERp5 inh	SIRT5 block	Statin myotox sup
CC(C)NC(=O)N(C)C[C@@H]1Oc2ccc(NS(=O)(=O)c3ccc(Cl)cc3)cc2CC(=O)N([C@@H](C)CO)C[C@H]1C	?	-16	3.2	2	1	-1	-2
C[C@@H]1CN([C@@H](C)CO)C(=O)Cc2cc(NC(=O)c3ccncc3)ccc2O[C@H]1CN(C)CC1CC1	-1	11	0.0	1	16	-1	-11
COc1ccc(NC(=O)N(C)C[C@H]2Oc3c(NC(=O)NC4CCCCC4)cccc3C(=O)N([C@H](C)CO)C[C@@H]2C)cc1	11&-8	5&-2	0.7	1&0	2&-3	-1&1	10&10
O=C(C1=C[C@H](c2ccc(Br)cc2)C[C@H](OCc2ccc(CO)cc2)O1)N1CCCCCCC1	9	-13	/	2	-2	4	/
C[C@H]1CN([C@@H](C)CO)C(=O)c2cccc(NC(=O)Nc3ccc(C(F)(F)F)cc3)c2O[C@H]1CN(C)Cc1ccc(Oc2ccccc2)cc1	-5	3	/	-3	-1	3	64
Cc1c(C(=O)N2CCN(C(=O)c3ccco3)CC2)sc2nc(-c3ccc(F)cc3)cn12	1	12	0.2	1	6	-4	-25
CC(C)c1cc(=O)oc2c3c4c(cc12)CCCN4CCC3	/	-10	/	-1	/	/	-19
O=C(C[C@H]1CC[C@H]2[C@@H](COC[C@@H](O)CN2Cc2cccc(Cl)c2)O1)N1CCOCC1	0	0	-0.1	-1	-7	4	11
Cc1cc2cc(C)c3nnc(SCC(=O)Nc4ccc(S(=O)(=O)N5CCCCC5)cc4)n3c2cc1C	-4	0	/	/	-3	-1	/
S=C(NC1CCCCC1)N1CCOCCOCCN(C(=S)NC2CCCCC2)CCOCCOCC1	-5	-2	-0.5	-2	0	5	/
CCCNC(=O)N1C[C@H](C)[C@H](OC)CN(C)C(=O)c2cc(NC(=O)CC)ccc2OC[C@@H]1C	1	-11	0.0	-3	-5	1	10
O=C(CNS(=O)(=O)c1cccc(Br)c1)NCC1CCCCC1	4	-3	-0.1	1	1	-5	-9
Cn1cnc(S(=O)(=O)N2CCN(c3cccc(Cl)c3)CC2)c1	4	0	/	-3	-12	-3	-6
C[C@H](CO)N1C[C@H](C)[C@H](CN(C)Cc2ccncc2)Oc2cc(C#CC(C)(C)O)ccc2S1(=O)=O	-2	-1	1.0	3	8	-3	-1
COc1ccc(/C(C)=N/NC(=O)Cc2ccc(Cl)cc2)cc1	2	-1	/	6	-3	-1	-3
COc1cc(CC(=O)Nc2ccc(Cl)c(C(F)(F)F)c2)cc(OC)c1OC	-1	5	-0.2	/	-4	-3	/
CC1CCN(C(=O)CSc2nc(=O)n3cc(Cl)ccc3n2)CC1	0	-4	1.1	/	3	1	/
C[C@@H]1CN([C@H](C)CO)S(=O)(=O)c2ccc(C#CC3CCCC3)cc2O[C@@H]1CN(C)C(=O)Nc1cc(F)ccc1F	19	-5	-0.2	-2	-1	-1	4
Cc1c(C(=O)N(Cc2ccc(N(C)C)cc2)CC2CCCO2)oc2ccccc12 (centres undefined)	-10	-2	/	2	1	1	0
CO[C@@H]1CN(C)C(=O)c2cc(NC(=O)Nc3c(C)noc3C)ccc2OC[C@@H](C)N(CC2CC2)C[C@H]1C	11	7	-0.2	-1	0	-3	-1
CCCc1cc(C(=O)Nc2ccc(F)cc2F)no1	0	-1	0.5	0	7	-6	13
COc1ccc(NC(=O)Nc2ccc3c(c2)CC(=O)N([C@@H](C)CO)C[C@@H](C)[C@H](CN(C)S(C)(=O)=O)O3)cc1	30*	6	/	/	0	/	/
CCCc1cn(CC(C)n2c(=O)c3ccccc3n2Cc2cc(C(C)C)no2)nn1 (centres undefined)	3	3	0.4	/	-5	-12	/
COc1ccc(NC(=O)c2ccco2)cc1NC(=O)c1ccccc1F	0	5	/	2	0	-3	-3
Cc1ccccc1Cc1ccc(Cl)nn1	-8	0	/	/	2	-2	/
CCCCCC(=O)NC(=S)Nc1ccc(NC(=O)c2ccco2)cc1	1	-3	0.5	/	5	-2	/
CCCCNC(=O)NCCN1CCOCC1	2	-1	0.2	7	-1	-1	/
Cc1cccc(SCC(=O)Nc2ccc3c(c2)OCCO3)c1	-2	-9	0.0	-2	4	-1	8
C[C@@H]1CCCCO[C@H](CN(C)C(=O)CCCN(C)C)[C@@H](C)CN([C@H](C)CO)C(=O)c2cc(NC(=O)CCCN(C)C)ccc2O1	20*	1	/	/	2	2	/
Cc1cc(=O)c2ccc(C(F)(F)F)cc2[nH]1	2	4	-0.1	/	0	1	/
CC(C)n1cc(/C=N/Nc2ccc(C(=O)O)cc2)c2ccccc21	-5	-7	/	-5	-9	-4	-104
O=C1N[C@@H](Cc2ccccc2)C(=O)N2[C@@H]3N(S(=O)(=O)c4ccccc4)c4ccccc4[C@]3(Br)C[C@@H]12	-12	-16	-0.2	-1	-3	/	5
COc1ccc(C#Cc2ccc([C@H]3[C@@H](CO)N4C(=O)CN(C(=O)c5ccccc5)C[C@H]34)cc2)cc1	-4	-14	0.1	/	9	1	/
CC(C)(C)OC(=O)NCCCCCc1nnc(SCc2cccc(F)c2)o1	-1	-6	/	/	8	/	/
C/C=C/c1cccc(-c2nc(C(=O)NC3Cc4ccccc4C3)cc3c2[C@@H](CCO)N(C(C)=O)C3)c1	10	-36	1.2	/	-5	-2	/
O=C1NC(=Nc2ccc(Cl)cc2)SC1Cc1cccc(Cl)c1Cl (centres undefined)	1	-3	/	-7	-1	0	-8
COc1ccc(S(=O)(=O)Nc2ccc3c(c2)C(=O)N([C@H](C)CO)C[C@@H](C)[C@@H](CN(C)C(=O)NC(C)C)OCCCC[C@H](C)O3)cc1	-3	-14	-0.9	-2	2	0	/
CC(C)CC(NC(N)=O)C(=O)OCC(=O)Nc1ccc(OC(F)F)cc1 (centres undefined)	2	-3	/	/	-2	0	/
CCOC(=O)N1CCN(CC(O)COc2ccc(-c3ccccc3)cc2)CC1 (centres undefined)	-2	5	/	0	1	3	-3
O=[N+]([O-])c1ccccc1OCc1nc(-c2cccs2)no1	23*	-3	0.7	/	0	0	/
C[C@@H]1CN([C@@H](C)CO)C(=O)c2cc(NC(=O)CCCN(C)C)ccc2O[C@H]1CN(C)Cc1ccccc1	-4	-2	0.2	-3	1	0	1
O=C(c1ccccn1)N1C[C@H]2[C@@H](c3ccccc31)[C@H](CO)N2C(=O)CC1CC1	?	-2	-0.5	1	2	2	4
Cc1cccc(OCCNc2cc(N3CCN(CCO)CC3)ccc2[N+](=O)[O-])c1	-9	3	-0.4	-9	10	2	-26
CC(C)NC(=O)N(C)C[C@@H]1Oc2ccc(NC(=O)CCC(F)(F)F)cc2CC(=O)N([C@H](C)CO)C[C@H]1C	1	-15	6.5	0	3	-6	-4
CS(=O)(=O)Nc1ccc(C(=O)CSc2nnc(C3CC3)n2C2CC2)cc1	6	-3	/	-1	-6	0	0
COc1ccc(CN2CCNC(=O)C2CC(=O)N(C)CC2CCOCC2)cc1C (centres undefined)	-11	2	-0.3	-4	-5	0	/
COc1ccc(NC(=O)c2cc3c(CO)cnc(C)c3oc2=Nc2cc(OC)cc(OC)c2)cc1	-2	4	0.2	0	2	2	-2
C/C=C/c1ccc2c(c1)O[C@@H](CN(C)C(=O)Cc1ccncc1)[C@H](C)CN([C@H](C)CO)S2(=O)=O	8	-7	0.3	1	-4	-4	0
COc1ccc(O)c(CN2CCCC(N3CCc4ccccc4C3)C2)c1 (centres undefined)	?	1	0.5	6	1	-3	-1
COc1ccc2c(c1OC)C(=O)N(c1cccc(/C=C/C(=O)O)c1)C2	5	-2	0.1	7	-1	-2	-6

More results
molecule	DENV2 CPE rescue	S100A4 MyoIIA	E-sel inducer	PglD DTNB	ERp5 inh	SIRT5 block	Statin myotox sup
COc1cc2cncc(Cc3ccccc3)c2cc1O	-5	2	0.1	0	1	-8	1
Cc1ccc(S(=O)(=O)NCC(=O)OCC(=O)N2CC(C)OC(C)C2)cc1 (centres undefined)	18	0	/	-2	0	-1	1
COc1ccccc1C(=O)N1CCN(Cc2cccnc2)CC1	16	0	-0.3	-7	6	-27	1
O=C(/C=C/c1ccc(O)c(O)c1)NC(=O)c1ccccc1O	2	-1	/	-3	3	/	-3
C/C=C/c1ccc2c(c1)O[C@H](CN(C)Cc1cccc(F)c1)[C@H](C)CN([C@H](C)CO)S2(=O)=O	14	-4	-2.8	14	/	18*	-13
C=CCc1ccc(OCCCOc2ccc(C(=O)O)cc2)c(OC)c1	-10	-2	5.7	-5	4	-1	3
COc1ccc(NC(=O)N(C)[C@H]2C[C@H]3c4[nH]c5ccccc5c4CCN3C(=O)[C@H]2[C@H](C)O)cc1	-2	-1	/	/	4	-17	5
Cc1ccc(OCC(=O)NNC(=O)c2cc(S(=O)(=O)N(C)C)ccc2N2CCCC2)cc1	-5	-2	0.0	-3	-1	/	-9
C=C(C)C(=O)OCC(O)COc1ccc(C(C)(C)c2ccc(OCC(O)COC(=O)C(=C)C)cc2)cc1 (centres undefined)	-1	1	-0.6	-1	-4	-5	-7
O=C(c1ccc(F)cc1)N1CC[C@@H]2[C@H]1c1cc(C#Cc3ccc(F)cc3)ccc1N[C@@H]2CO	-12	-23	0.1	-1	3	0	2
CCS(=O)(=O)N1CCCCN2[C@@H](CO)[C@@H](c3ccc(-c4ccc(C#N)cc4)cc3)[C@@H]2C1	45*	-8	-0.3	1	-2	-1	1
Cc1cc(NC(=O)NC(=O)c2ccccc2NC(=O)CN(C)C)ccc1Oc1ncc(Br)cn1	-2	-5	0.2	/	2	/	/
CN1CCN(C(=O)/C=C/c2ccc3c(c2)OCO3)CC1	4	-2	-0.9	/	0	6	/
Cc1ccc(S(=O)(=O)Nc2ccc3c(c2)CC(=O)N([C@H](C)CO)C[C@@H](C)[C@H](CN(C)Cc2ccc(-c4ccccc4)cc2)O3)cc1	15	3	-0.2	2&4	1	/	?
C[C@@H]1CN([C@H](C)CO)C(=O)c2cc(NC(=O)NC3CCCCC3)ccc2O[C@@H]1CN(C)S(C)(=O)=O	11	15	0.3	5	1	-1	3
C[C@@]12C(=O)N(CC3CC3)CC(=O)N1[C@H](C1CC1)[C@@H]1C(=O)N(c3ccccc3)C(=O)[C@@H]12	?	11	0.1	-1	0	/	7
CCCCOc1ccc(/C=C(\C#N)C(=O)NC2CC2)cc1	3	-2	/	1	3	7	/
COc1ccc(NC(=O)NCCN2CCCCC2)cc1	0	-5	/	-3	4	/	6
O=C(c1cc(-c2ccc(Cl)cc2)on1)N1CCOCC1	/	-3	/	24*	-9	-2	5
CC(=O)NC[C@@H]1[C@H](c2ccc(C3=CCCC3)cc2)[C@H](CO)N1C(=O)NC(C)C	-6	-5	0.0	-2	-3	5	4
CCCNC(=O)C[C@@H]1CC[C@H]2[C@H](COc3ccc(NC(=O)Cc4ccccc4)cc3C(=O)N2C)O1	1	3	-0.1	-2	-1	-1	10
COC(=O)CCC(=O)OC1(C)C(=O)C2=CN(C3CC3)C(c3ccc(OC)cc3)=CC2=C(Br)C1=O (centres undefined)	/	-14	0.2	-4	-1	2	-2
